Bioassay records deposited in PubChem by National Center for Advancing Translational Sciences (NCATS).
TDP43 rescue: inhibitors of TDP-43 toxicity in yeast. TDP-43 expressing yeast growth rescue, BacTiter-Glo, 24 h. Potency, µM (series often up to 46.1 µM), inactives show top-dose growth rescue (activation), actives largely listed as activators. actives 1.8% (n = 410,000). AID 652104; further: potency means the concentration at half of the fitted maximal effect; % of control where 0% means no effect; nearly all actives have a fitted effect of over 50% in size
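Growth rescue of TDP-43-toxic yeast measured as ATP luminescence (BacTiter-Glo). Cells grown to mid-log in raffinose, induced in galactose at OD600=0.02, exposed to compound 24 hr at 30 deg C.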
pAkt inh: inhibitors of Akt phosphorylation. Neuro2A IGF-stimulated pAkt S473 HTRF, 20 min; stronger effect = lower value. activity change, % for hits at 50 µM. actives 0.32% (n = 360,000). AID 651550; in the data active means activity change below about -80%; inconclusive means mostly about -51% to -80%; further: on the % scale 0 is the no-effect control and ±100 the full control effect
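Neuro2A cells in DMEM with 0.5% FBS, overnight at 37 deg C, given compound at single 50 µM final, then IGF (6 nM final) for 20 min at 37 deg C. Lysed; phospho-Akt Ser473 by HTRF after 24 h, 665/615 ratio.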
MmCpn inh: blocks the Methanococcus maripaludis chaperonin Mm-Cpn. actives 0.031% (n = 330,000). Potency, µM (doses to about 76.9 µM), for the others: top-dose activity, negative = inhibition, hits mostly inhibitors. purified Mm-Cpn ATPase, ADP Transcreener TR-FRET; further: potency means the concentration at half of the fitted maximal effect; on the % scale 0 is the no-effect control and ±100 the full control effect; nearly all actives have a fitted effect of over 80% in size
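Purified archaeal chaperonin (25 nM final) was preincubated with compound for 10 min at 37°C, then ATP (10 uM final) was added for 30 min at 37°C in Tris pH 7.4/KCl/MgCl2/DTT buffer. ADP was quantified by HTRF Transcreener TR-FRET.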
PTHR1 agonist: PTHR1 (human) receptor agonism; Q03431; HEK293 GP2 PTHR1 cells, GloSensor cAMP luminescence, 1 h; Potency, µM (top dose mostly 115 µM), without a hit: top-dose activation, usual class: activators; actives 0.075% (n = 410,000); AID 743266; further: potency means the concentration at half of the fitted maximal effect; nearly all actives have a fitted effect of over 55% in size; some results filed as inactive show a strong effect at the top dose; inactives centre near -15; many of its hits are not listed in these tables
Target sequence (Q03431 whole entry, looked up): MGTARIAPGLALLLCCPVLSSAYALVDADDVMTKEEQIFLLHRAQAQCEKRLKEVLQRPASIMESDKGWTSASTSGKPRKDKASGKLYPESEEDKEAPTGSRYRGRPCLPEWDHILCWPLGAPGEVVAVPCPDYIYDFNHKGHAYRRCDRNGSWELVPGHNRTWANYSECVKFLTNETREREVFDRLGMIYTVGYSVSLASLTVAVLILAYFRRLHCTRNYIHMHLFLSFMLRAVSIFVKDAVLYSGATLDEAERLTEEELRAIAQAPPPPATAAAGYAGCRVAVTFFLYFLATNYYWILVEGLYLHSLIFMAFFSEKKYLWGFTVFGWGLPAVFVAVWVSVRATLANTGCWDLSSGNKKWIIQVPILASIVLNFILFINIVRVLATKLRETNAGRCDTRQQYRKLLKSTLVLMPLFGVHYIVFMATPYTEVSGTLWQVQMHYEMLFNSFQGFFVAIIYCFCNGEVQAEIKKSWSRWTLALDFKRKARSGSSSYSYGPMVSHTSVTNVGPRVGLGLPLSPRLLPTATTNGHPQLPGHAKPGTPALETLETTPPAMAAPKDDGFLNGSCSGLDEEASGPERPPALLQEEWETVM
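HEK-293-derived GP2 cells expressing PTHR1 and a GloSensor cAMP reporter, 3,000/well, plated overnight, given luciferin plus IBMX (each 0.5 mM as added) for 1 h at 37 °C, then compound for 1 h at 37 °C. Luminescence was read after 15 min at room temperature.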
Abeta yeast res: compounds reversing amyloid beta toxicity in yeast; yeast expressing A-beta42, growth rescue, OD600, 48 h; response scale: 0% DMSO, 100% iron-clioquinol control; Potency, µM (doses to about 46.1 µM), for the others: at the top dose growth rescue, hits mostly activators; actives 0.063% (n = 410,000); AID 1347071; further: potency means the concentration at half of the fitted maximal effect; nearly all actives have a fitted effect of over 55% in size
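Growth rescue measured by 600 nm absorbance after 48 h yeast culture at 30 C with compound. Values normalized between DMSO and an equimolar ferric chloride plus clioquinol control.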
aSyn yeast inh: rescues yeast growth from alpha-synuclein toxicity; AID 652106; Yeast expressing alpha-synuclein, growth rescue, BacTiter-Glo, 24 h; Potency, µM (doses to about 46.1 µM), for the others: at the highest dose growth rescue (activation), hits mostly activators; actives 0.14% (n = 370,000); further: potency means the concentration at half of the fitted maximal effect; % of control where 0% means no effect; nearly all actives have a fitted effect of over 65% in size
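Rescue of yeast growth: cells expressing toxic alpha-synuclein, induced in galactose at OD600 0.02, incubated with compound 24 h at 30 C. ATP luminescence quantified growth; inhibitors of toxicity appear as activators.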
GLP-1R inv ag: acts as inverse agonist at human GLP-1 receptor; P43220; Potency, µM (titrated, usually from 38.3 µM), inactives show at the highest dose activity change, negative = inhibition, usual class: inhibitors; HEK293 GLP-1R CRE-luciferase, luminescence, 24 h; GLP-1R form is constitutively active; AID 624417; actives 1.6% (n = 410,000); further: potency means the concentration at half of the fitted maximal effect; on the % scale 0 is the no-effect control and ±100 the full control effect; nearly all actives have a fitted effect of over 55% in size
Target sequence (P43220 whole entry, looked up): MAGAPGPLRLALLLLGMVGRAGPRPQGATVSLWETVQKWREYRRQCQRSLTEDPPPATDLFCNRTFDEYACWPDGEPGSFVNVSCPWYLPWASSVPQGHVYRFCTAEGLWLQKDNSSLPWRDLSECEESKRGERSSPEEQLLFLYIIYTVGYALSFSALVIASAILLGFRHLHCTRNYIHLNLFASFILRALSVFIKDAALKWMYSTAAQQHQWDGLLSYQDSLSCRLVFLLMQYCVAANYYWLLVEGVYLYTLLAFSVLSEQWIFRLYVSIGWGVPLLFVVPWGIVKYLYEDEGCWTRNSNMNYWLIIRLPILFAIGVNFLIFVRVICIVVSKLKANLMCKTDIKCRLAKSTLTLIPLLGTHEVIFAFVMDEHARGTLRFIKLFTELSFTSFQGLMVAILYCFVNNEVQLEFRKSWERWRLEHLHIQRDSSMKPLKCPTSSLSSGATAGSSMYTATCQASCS
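HEK293 cells stably co-expressing a cAMP-responsive luciferase reporter and constitutively active GLP-1R were seeded, incubated 12 h, then exposed to compounds for 24 h at 37 C. Luminescence was read 12 min after detection reagent; inverse agonists lower signal.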
FUS yeast rescue: FUS proteinopathy suppression in yeast | S. cerevisiae FUS-expressing, growth rescue, OD600, 24 h | Potency, µM (highest dose often 76.6 µM), inactives show top-dose growth rescue (activation), usual class: activators | actives 0.24% (n = 390,000) | AID 1347120;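 further: potency means the concentration at half of the fitted maximal effect; plate controls were DMSO vehicle for no effect and reference control for full effect; nearly all actives have a fitted effect of over 55% in size; some results filed as inactive show a strong effect at the top dose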
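Cultures pregrown in 2.5% raffinose medium are shifted to minimal medium containing 2% galactose to express toxic FUS. Compounds are tested at several concentrations. After 24hr at 30C, growth is quantified at 600 nm absorbance.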
HEK293 tox: cytotoxicity in counter-screen for GLP-1R inverse agonists; HEK293 cAMP-luciferase reporter cells, luminescence, 24 h; Potency, µM (series often up to 38.3 µM), for the others: at the top dose activity change, negative = inhibition, usual class: inhibitors; actives 0.13% (n = 410,000); AID 624418;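 further: loss of luciferase light is scored as toxicity; potency means the concentration at half of the fitted maximal effect; on the % scale 0 is the no-effect control and ±100 the full control effect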
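To flag toxic compounds, the library was rerun on cells for 24 hr at 37 deg C and 5% CO2. Viability-linked luminescence was captured 12 min after adding luciferase detection reagent.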
* hit, by the source's call; i = inactive; ? = inconclusive; . = no result given; & = joins results of further samples; [ ] = remark or other dose. Unless noted, the call rests on the fitted dose curve; in most records, active means well fitted curve in the direction sought with a large enough effect; inconclusive means small, poorly fitted or top-dose-only effect, or another doubt; inactive means no such curve, though single readings can be large; an effect the other way counts as inactive or inconclusive.

Molecule	TDP43 rescue	pAkt inh	MmCpn inh	PTHR1 agonist	Abeta yeast res	aSyn yeast inh	GLP-1R inv ag	FUS yeast rescue	HEK293 tox
CCC(C)N(C(=O)Cn1nnc2ccccc21)C(C(=O)NCc1ccco1)c1cccc(OC)c1 (stereo unspecified)	26%	i	1%	i	21%	3%	-17%	1%	-1%
C/C(CC(=O)Nc1ccc(N(C)C)cc1)=N\NC(=O)c1ccccc1Cl	-8%	i	.	-20%	-8%	-5%	10%	-10%	7%
COc1cc(/C=N/NC(=O)CCC(=O)NC2CCCCC2)ccc1C	-20%[0.397 µM]	i	2%	-3%	0%	-7%	17%	24%	-9%
Cc1nn2c(COc3ccc(NC(=O)c4ccccc4)cc3)nnc2c2ccccc12	8%	i	0%	-3%	2%	-4%	12%	-28%	4%
CCOC(=O)NC(Nc1nnc(SCC)s1)(C(F)(F)F)C(F)(F)F	-6%	i	-1%	-27%	-8%[9.22 µM]	-6%	8%	-53%	3%
CN(CC(=O)NC(=O)Nc1ccccc1F)Cc1ccccc1	11%	i	-1%	-64%[inhibitor]	1%	0%	-14%	3%	-2%
COc1cc(Cl)ccc1OCc1cc(C(=O)N2CCN(C)C(=O)[C@@H]2C)no1	14%	i	.	-38%[inhibitor]	1%	1%	14%	16%	3%
O=S(=O)(NCCC1=CCCCC1)c1cccc2nsnc12	4%	i	2%	-8%	-3%	5%	0%	-1%	-12%
CC(C)c1ccc(S(=O)(=O)NCCCN2CCOCC2)cc1	17%	i	.	-5%	1%	1%	0%	-13%	5%
CC(=O)c1ccc(OC2(C)CCN(Cc3ccccc3OC(F)F)C2)cc1 (stereo unspecified)	8%	i	.	-26%	-19%	-1%	-7%	-11%	3%
COc1ccccc1N1CCN(C(=O)/C=C/c2ccccc2)CC1	17%	i	0%	-22%[57.5 µM]	-16%	10%	?	25%	-20%
O=c1[nH]nc(CNc2ccc(C(F)(F)F)cc2)c2ccccc12	21%	i	-6%	-9%	-7%	5%	80%[activator]	-24%	7%
N#C/C(=C\c1ccc(-c2ccc(Cl)c(C(=O)O)c2)o1)c1nc2ccccc2[nH]1	29%	.	0%	-5%	6%	.	7%	-3%	43%[activator]
O=C(CSc1nnc(Cc2ccccc2)o1)N1CCc2ccccc21	8%	i	2%	-9%	15%[9.22 µM]	-17%	8%	?	-13%
CCOC1=C2CN(S(=O)(=O)c3ccc(C)cc3)[C@H](c3cccc(Cl)c3)C[C@H]2[C@H]2C(=O)N(c3ccccc3)C(=O)[C@H]2C1	16%	i	.	i	0%	-1%	13%	?	3%
CC1CCN(CCCCOc2ccc(F)cc2)CC1	-1%	i	?	-18%	-6%	3%	-18%	2%	-2%
CC(=O)NCCNC(=O)c1ccc(NC2=NC3CS(=O)(=O)CC3S2)cc1 (stereo unspecified)	-17%	i	-1%	i	-9%	5%	20%	11%	-1%
COc1cccc(-n2c(Cc3cc(=O)[nH]c(=O)[nH]3)nnc2SCC(=O)N2CCCC2)c1	-2%	i	2%	i	-2%	-7%	13%	5%	3%
CCOc1ccc(N(CC(=O)NCc2ccccc2C)S(C)(=O)=O)cc1	-15%	i	-2%	-83%[inhibitor]	-9%	-1%	14%	-1%	1%
O=C(CSc1nnc(CNC(=O)c2cccs2)o1)NCCc1ccccc1	3%	i	2%	-1%[57.5 µM]	9%	-1%	-18%	4%	8%
CCS(=O)(=O)N1CCN(c2ccc([N+](=O)[O-])c(NC(C)c3ccccc3)c2)CC1 (stereo unspecified)	-15%	i	3%	i	3%	-2%	16%	48%	-10%
O=C(OCc1nnc(-c2ccccc2)o1)c1ccccc1	3%	i	-1%	-11%	-4%	-3%	21%	-1%	1%
Cc1ccc2nc(NC(=O)CC3Oc4ccccc4NC3=O)sc2c1 (stereo unspecified)	-14%	i	-2%	-19%	0%	22%	-7%	19%	?
Cc1cc(Cl)ccc1NC(=S)Nc1cccnc1	0%	i	0%	-18%[57.5 µM]	11%	0%	0%	18%	5%
Brc1cccc(OCCn2ccnc2)c1	-18%	i	1%	i	4%	2%	-22%	6%	-14%
C/C(=N\NC(=O)CCc1ccc(S(=O)(=O)N2CCOCC2)cc1)c1ccccc1Cl	10%[9.22 µM]	i	-8%	i	-3%	0%	-8%	8%	-3%
c1ccc(N2CCN(c3ncnc4c3oc3ccccc34)CC2)cc1	10%	i	-15%	-31%[inhibitor]	-4%	1%	20%	.	5%
COCCN(Cc1ccco1)C(=O)C1CCCN(c2ncnc3c2nc2n3CCCCC2)C1 (stereo unspecified)	4%	i	0%	i	-2%	2%	56%[activator]	11%	-9%
CCC(=O)Nc1cc(C(C)C)c(O)cc1C	-13%	i	.	-29%	-7%	-8%	-4%	17%	3%
CCC1CN(C(=O)NCc2ccc(C)cc2)c2cc(C)ccc2O1 (stereo unspecified)	-18%&-15%	i	5%	i	-9%&-9%	11%	?	5%&29%	-1%&23%
O=C(Nc1ccc(Cl)cc1)c1cnc(-c2ccccc2)nc1-c1ccccc1	2%	i	-7%	i	-4%	-4%	-1%	2%	7%
COc1cccc(C(C)N(C)Cc2nc(-c3ccoc3)oc2C)c1 (stereo unspecified)	-28%	i	1%	i	-17%	-20%	-11%	6%	0%
Cc1cc(C)n(-c2ccc(C(=O)NCC(c3ccco3)N3CCCC3)cc2)n1 (stereo unspecified)	-11%	i	0%	9%	-11%	5%	-16%	-11%	1%
CCOc1ccc(N(CC(=O)NCc2ccco2)C(=O)CCC(=O)Nc2nccs2)cc1	9%	i	1%	i	8%	-2%	-7%	-7%	2%
COc1cc(/C=C/CNC[C@H]2O[C@@H](n3cnc4c(N)ncnc43)[C@H](O)[C@@H]2O)ccc1O	12%	i	.	9%	-12%	-14%	6%	2%	5%
O=c1ccc(-c2ccc(S(=O)(=O)NCC3CCN(Cc4ccccc4F)CC3)s2)n[nH]1	5%	i	-2%	-19%	8%	-1%	12%	5%	-13%
O=c1[nH]c(=O)n(Cc2ccccc2)c2nc(-c3ccc(C(F)(F)F)cc3)n(CCO)c12	-5%	i	-1%	i	-6%	-1%	-34%	4%	-2%
Cc1cccc(CNC(=O)CCc2nnc(C3CCCCC3)o2)c1	15%	i	-2%	-13%	7%	7%	-18%	2%	-4%
COc1ccc([C@@H]2C[C@H]3CN(c4ccccc4)C(=O)[C@]34CCCN24)c(OC)c1OC	-3%	i	2%	i	.	-2%	3%	-2%	8%
CCOc1ccc(-n2c(SCC(=O)Nc3ccccc3C)n[nH]c2=O)cc1	-11%	i	0%	-5%[57.5 µM]	-15%	-1%	0%	13%	-1%
O=C(NCCCN1CCCC1=O)c1cccc(NS(=O)(=O)c2ccc(Br)cc2)c1	-29%	i	1%	-16%	7%	-4%	7%	7%	24%
CC12CCC(=O)N1C(C(=O)Nc1nc(-c3ccc(F)c(F)c3)cs1)CS2 (stereo unspecified)	19%	i	-1%	-29%	21%	5%	?	-18%	0%
COc1ccc(OC)c(Cc2nnc(CCC(=O)NCc3ccsc3)o2)c1	-16%[0.397 µM]	i	5%	-8%	8%	8%	73%[activator]	13%	-3%
O=C1CCc2cc(S(=O)(=O)NC3CCCCC3)ccc2N1	10%	i	2%	i	-12%	1%	8%	2%	-36%
Nc1ncnc2c(C3OC(CO)C(O)C3O)scc12 (stereo unspecified)	?	i	.	-23%	4%	4%	?	.	-40%
Cc1noc(C)c1CSCC(=O)N(C)CC(=O)Nc1ccc(F)cc1	-11%	i	-1%	-15%	-3%	5%	-6%	15%	-3%
CCOP(=O)(OCC)C(Nc1cccc([N+](=O)[O-])c1)c1ccccc1 (stereo unspecified)	10%	i	2%	-17%	27%	4%	-13%	16%	14%
CC1(c2cccc(Br)c2)NC(=O)N(CC(=O)Nc2ccc(S(N)(=O)=O)cc2)C1=O (stereo unspecified)	-11%	i	3%	-2%	13%	-1%	3%	17%	-9%
CN(Cc1cccc(C(F)(F)F)c1)C(=O)[C@H]1O[C@@H](n2ccc(N)nc2=O)[C@H](O)[C@@H]1O	0%	i	.	-9%	4%	1%	5%	-3%	3%
CCOC(=O)c1cc(C)sc1NC(=O)C1CCC1	14%	i	0%	i	5%	2%	-20%	11%	-11%
Cc1nn(CC(=O)NCCc2ccco2)c(=O)c2nn(-c3ccccc3)c(C)c12	8%	i	-3%	-25%	.	-1%	4%	27%	-4%
COc1ccc2c(c1)c(C(C)=O)c(C)n2CCc1ccccc1	10%	i	-1%	-93%[inhibitor]	-4%	6%	?	-7%	-2%
COc1ccc(-c2cc(C(=O)Nc3c(C)n(C)n(-c4ccccc4)c3=O)no2)cc1OC	-9%&27%	i	-1%	i	-12%&-7%	0%	6%&5%	16%&6%	-9%&11%

An excerpt. The share of hits here may be higher or lower than overall.
